rat GALR2 agon: GALR2 (rat) receptor agonism | actives 0.5% (n = 16,000) | AID 833 | cell-based GALR2 agonist screen | activation, % at 10 µM; in the data active = activation above about 15%
Target sequence (O08726 whole entry, looked up): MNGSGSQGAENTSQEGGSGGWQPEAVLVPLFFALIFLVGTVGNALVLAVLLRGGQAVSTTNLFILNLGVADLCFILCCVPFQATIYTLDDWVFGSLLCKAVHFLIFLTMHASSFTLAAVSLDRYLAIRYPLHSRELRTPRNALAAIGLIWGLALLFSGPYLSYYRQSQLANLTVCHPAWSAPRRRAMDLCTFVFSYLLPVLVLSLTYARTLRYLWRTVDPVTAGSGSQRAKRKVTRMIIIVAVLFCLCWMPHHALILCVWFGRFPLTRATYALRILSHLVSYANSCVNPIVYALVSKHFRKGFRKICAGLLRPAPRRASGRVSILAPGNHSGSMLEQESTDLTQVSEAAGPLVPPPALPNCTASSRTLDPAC
NOTCH agonist: activates NOTCH signaling in reporter cells; NOTCH signaling luciferase reporter cells, luminescence; AID 434982; actives 0.4% (n = 15,000); activation, % at 2.5 µM; in the data active = activation above about 2.2%
OPRK1 antag MB: OPRK1 (human) antagonism, Maybridge screen; P41145; OPRK1 cells, antagonist mode, fluorescence readout; inhibition, % at 9 µM; actives 0.4% (n = 16,000); in the data active = inhibition above about 50%
Target sequence (P41145 whole entry, looked up): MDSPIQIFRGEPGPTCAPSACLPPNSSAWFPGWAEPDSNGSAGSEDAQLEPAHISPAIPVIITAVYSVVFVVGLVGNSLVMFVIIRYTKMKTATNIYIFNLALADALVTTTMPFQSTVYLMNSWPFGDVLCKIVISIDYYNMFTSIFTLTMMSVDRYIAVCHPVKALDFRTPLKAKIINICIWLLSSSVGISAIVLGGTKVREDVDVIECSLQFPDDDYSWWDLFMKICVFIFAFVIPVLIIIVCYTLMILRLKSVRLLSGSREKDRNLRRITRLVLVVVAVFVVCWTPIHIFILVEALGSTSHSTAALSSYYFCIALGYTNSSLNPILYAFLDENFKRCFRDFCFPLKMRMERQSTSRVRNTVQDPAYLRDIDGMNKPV
Nox1 inh: inhibitors of human NADPH oxidase 1 (Nox1); inhibition, % at 6.7 µM; HT29 cells, luminol chemiluminescence ROS; actives 0.81% (n = 16,000)
S1P1 agonist: S1P1 (human) receptor agonism; activation, % at 4.5 µM; AID 1044; actives 1.5% (n = 16,000); S1P1 agonist cell-based reporter assay; P21453; in the data active = activation above about 80%
TLR4-MyD88 inh: inhibitors of human TLR4-MyD88 binding; inhibition, % at 10 µM; actives 0.06% (n = 16,000); O00206; AID 811; Cell-based TLR4-MyD88 binding inhibition assay; in the data active = inhibition above about 45%
Luminol counter: luminol signal inhibition, Nox1 inhibitor counter-screen. HRP/luminol/H2O2 chemiluminescence counterscreen. inhibition, % at 6.7 µM. actives 0.4% (n = 16,000). AID 1823; also: reference of the scale not given here
PME-1 Maybr inh: PME-1 (human) inhibition, Maybridge primary screen; Q9Y570; recombinant PME-1, FP-Rh probe fluorescence polarization; inhibition, % at 9 µM; actives 0.5% (n = 16,000); AID 2291; in the data active = inhibition above about 30%
An asterisk follows results filed as active; / = no result given. Rule as the data show it, unless noted: active = inhibition above about 75%; inactive = the rest. Rows were taken by chance. Share with any hit: about 4.7%.

SMILES	rat GALR2 agon	NOTCH agonist	OPRK1 antag MB	Nox1 inh	S1P1 agonist	TLR4-MyD88 inh	Luminol counter	PME-1 Maybr inh
Fc1ccc(OCCc2nc(-c3ccc(C4SCCS4)cc3)no2)cc1	-6	-0.1	1	-29	19	2	-1	-2
O=C(c1ccc([N+](=O)[O-])o1)N1CCOCC1	-7	-0.2	0	8	0	/	-5	2
CCOC(=O)C1CCN(S(=O)(=O)Cc2ccccc2)C1=O (stereo unspecified)	-6	-0.9	-116	12	2	-8	5	1
CC(C)(C)S(=O)(=O)/C(C#N)=C/N1CCCCC1	-3	0.2	2	-48	-4	7	2	0
CC(C)(C)SCC(=O)Nc1cc(C(F)(F)F)ccc1Oc1ccc(C#N)cc1	-2	-0.3	-3	-100	11	10	3	-5
COc1cccc(OC)c1C(=O)Nc1ccnn1C	-6	-0.2	11	-34	2	-1	-1	-1
CC(NCc1ccccc1O)C(=O)O (stereo unspecified)	-6	0.1	-12	-23	-4	-2	5	7
CN(C)/C=C/C(=O)c1cc(C(C)(C)C)cc(C(C)(C)C)c1O	-5	-0.4	-4	16	20	-7	-1	-1
C(=N\NC1=NCCN1Cc1ccccc1)/c1ccc2c(c1)OCO2	-2	-0.1	-3	-57	1	1	7	1
COc1ccc(C(=O)N=S2CCN(S(=O)(=O)c3ccc(Cl)cc3)CC2)cc1	-2	/	-15	27	4	-6	-4	9
Cc1cc(SCc2[nH]nc3oc(=O)cc(C)c23)c(C)cc1Cl	-3	1.3	4	-23	-10	9	-4	-1
O=C1CCCc2c1c1ccccc1n2Cc1ccccc1	-6	-0.4	-11	-3	-3	-7	-6	7
CCCn1c(Cc2ccc(Cl)c(Cl)c2)n[nH]c1=S	-10	-0.3	-13	-55	15	5	1	2
CN(C)n1cccc1C=N/C(C#N)=C(\N)C#N	-7	-0.7	0	-23	-3	-3	-1	1
Cc1cc(C(=O)Nc2ccc(Cl)cc2)c(C)n1-c1ccccc1	-5	-0.6	27	23	36	-4	-1	-13
COc1ccc(NC(=O)c2ccccc2C(F)(F)F)cc1OC1CCCC1	-5	-0.2	-5	-8	-10	9	-3	7
O=S(=O)(c1cccs1)N1CCN(c2ncccn2)CC1	-4	-0.2	20	21	-6	0	-4	5
COc1ccccc1C1OC(=O)C[C@@H]1C(=O)Nc1nncs1 (stereo partly specified)	-8	-0.6	5	-5	-4	2	0	2
O=[N+]([O-])c1cc(C(F)(F)F)cc([N+](=O)[O-])c1Oc1cccc(N2CCOCC2)c1	5	-0.4	32	-25	5	-2	69	3
c1cc2nc3c(nc2c2nonc12)CCCC3	-8	-0.1	2	-24	-6	6	0	2

A draw from above in order of heavy-atom count, falling.
SMILES	rat GALR2 agon	NOTCH agonist	OPRK1 antag MB	Nox1 inh	S1P1 agonist	TLR4-MyD88 inh	Luminol counter	PME-1 Maybr inh
O=[N+]([O-])c1cc(C(F)(F)F)cc([N+](=O)[O-])c1Oc1cccc(N2CCOCC2)c1	5	-0.4	32	-25	5	-2	69	3
CC(C)(C)SCC(=O)Nc1cc(C(F)(F)F)ccc1Oc1ccc(C#N)cc1	-2	-0.3	-3	-100	11	10	3	-5
COc1ccc(NC(=O)c2ccccc2C(F)(F)F)cc1OC1CCCC1	-5	-0.2	-5	-8	-10	9	-3	7
Fc1ccc(OCCc2nc(-c3ccc(C4SCCS4)cc3)no2)cc1	-6	-0.1	1	-29	19	2	-1	-2
C(=N\NC1=NCCN1Cc1ccccc1)/c1ccc2c(c1)OCO2	-2	-0.1	-3	-57	1	1	7	1
Cc1cc(C(=O)Nc2ccc(Cl)cc2)c(C)n1-c1ccccc1	-5	-0.6	27	23	36	-4	-1	-13
CN(C)/C=C/C(=O)c1cc(C(C)(C)C)cc(C(C)(C)C)c1O	-5	-0.4	-4	16	20	-7	-1	-1
CCOC(=O)C1CCN(S(=O)(=O)Cc2ccccc2)C1=O (stereo unspecified)	-6	-0.9	-116	12	2	-8	5	1
O=S(=O)(c1cccs1)N1CCN(c2ncccn2)CC1	-4	-0.2	20	21	-6	0	-4	5
COc1cccc(OC)c1C(=O)Nc1ccnn1C	-6	-0.2	11	-34	2	-1	-1	-1
CCCn1c(Cc2ccc(Cl)c(Cl)c2)n[nH]c1=S	-10	-0.3	-13	-55	15	5	1	2
c1cc2nc3c(nc2c2nonc12)CCCC3	-8	-0.1	2	-24	-6	6	0	2
O=C(c1ccc([N+](=O)[O-])o1)N1CCOCC1	-7	-0.2	0	8	0	/	-5	2
CC(NCc1ccccc1O)C(=O)O (stereo unspecified)	-6	0.1	-12	-23	-4	-2	5	7

The list continues:
SMILES	rat GALR2 agon	NOTCH agonist	OPRK1 antag MB	Nox1 inh	S1P1 agonist	TLR4-MyD88 inh	Luminol counter	PME-1 Maybr inh
Cc1ccc(-n2[nH]c(C)c(C=Nc3ccc(OC(F)(F)F)cc3)c2=O)cc1	-1	0.7	10	29	-11	7	-6	10
CC(C)c1nc(/N=C/N(C)C)nc(=O)n1C	-9	/	-8	-36	-7	1	1	2
O=C(CSc1nnc(-c2ccncc2)o1)NC(=O)Nc1ccccc1	-6	0.1	5	-23	25	4	0	-3
O=C(c1ccc2nccnc2c1)N1CCCc2ccccc21	-5	-0.8	14	-17	4	-18	-10	5
Cn1nc(-c2ccccc2)c(O)c(N=Nc2ccccc2)c1=O	-5	-0.4	-3	97*	4	-26	-3	5
O=C(Nc1ccccc1)ON=C1CC2CCCC(C1)N2Cc1cccs1	-1	-0.6	22	19	17	8	-8	7
O=S(=O)(Oc1cccc(C(F)(F)F)c1)c1cc(S(=O)(=O)c2ccccc2)cs1	-6	-0.9	-20	-17	5	-4	4	-3
O=S(=O)(/N=C(\NNC(=S)NCc1ccco1)N1CCCC1)c1ccccc1	-7	-0.5	1	57	-11	/	10	2
COC(=S)Nc1ccc(Cl)cc1C	-7	-0.2	5	-52	-9	9	4	-6
CCOC(=O)c1c(Nc2ccc(Br)cc2C)n[nH]c1C	-7	-0.1	25	-1	2	0	-3	2
CCOC(=O)c1sc(COc2ccc3nonc3c2)nc1C	-8	0.0	-15	-58	4	-3	2	-5
NS(=O)(=O)c1ccc(-c2ccon2)s1	-5	0.0	-5	-18	-11	-4	2	-1
COc1cc(C=NCc2ccccc2)ccc1OC(=O)c1cc(OC)c(OC)c(OC)c1	-6	0.1	-8	-34	-3	0	-2	3
FC(F)(F)c1ccnc(NCc2ccco2)n1	-8	-0.5	-5	-20	-8	-5	-2	4
C#CCOS(=O)(=O)c1ccc(N2CCCC2=O)cc1	-3	-0.2	17	-41	-11	6	2	4
COC(=O)c1ccccc1N=CNO	-5	-0.2	-1	-12	-3	1	-5	2
N#C/C(=C\c1ccc2c(c1)CCO2)S(=O)(=O)c1ccc(Cl)cc1Cl	1	-0.8	-6	-52	7	-3	0	-7
CC(=O)c1ccc(N2CCCCC2)c(NC(=S)Nc2cc(Cl)ccc2Cl)c1	-4	-0.6	2	-44	-8	-17	7	2
O=C(CSCCOc1ccccc1)NCc1ccncc1	-7	0.7	-3	-31	0	8	3	-6
CN1CCN(C(c2cccs2)N2CCN(C)CC2)CC1	-9	-0.1	3	-3	-3	2	1	0
O=S(=O)(c1ccc(-c2nc(-c3ccc(Cl)cc3)cs2)cc1)N1CCOCC1	-3	-1.0	-6	-33	-12	10	-2	-1
c1ccn(-c2nnc(C3CC3)s2)c1	-2	-0.4	10	20	2	10	-6	3
Cc1onc(-c2c(Cl)cccc2Cl)c1NC(=O)Nc1ccc(N(C)C)c(Cl)c1C#N	-4	-0.2	14	3	-13	0	-5	3
Nc1ccccc1C(=O)NCCCn1ccnc1	-7	-0.1	-6	-36	-8	-1	3	-2
Cc1oc(C(C)(C)C)cc1C(=O)N1CCC(O)(c2ccc(Cl)cc2)CC1	-5	-0.5	-4	-44	-8	9	2	4
CCOC(=O)c1sc2ccc(NC(=O)c3ccccc3Cl)cc2c1C	-8	-0.6	-10	24	32	-3	-6	4
CCOC(=O)C1=C(C)NC(C)=C(C(=O)OCC)C1c1ccc([N+](=O)[O-])s1	-12	0.1	-39	-38	2	-4	0	0
CCOC(=O)c1c(CN)c(C)n(C2CC2)c1C	-5	-0.3	6	8	-3	12	-2	2
O=C(c1cccs1)n1ccc(-c2ccc3c(c2)CCO3)n1	-6	-0.1	2	3	17	-6	-7	1
Cc1oc(C(C)(C)C)cc1C(=O)NC1Cc2ccccc2C1	-3	-0.4	-1	-57	1	-5	-3	0
O/N=C1\CCSc2sccc21	-6	0.0	-3	17	1	1	-7	7
Cc1cccc(Cl)c1N1C(=O)C(CC(=O)O)SC1=NC1CCCC1 (stereo unspecified)	-8	-0.2	0	-30	9	8	-1	1
O=C(NNC(=O)c1cccs1)c1csc(-c2ccc(Cl)c(Cl)c2)n1	-6	/	9	-33	-8	-9	4	-11
CS(=O)c1ccccc1[N+](=O)[O-] (stereo unspecified)	-7	-0.6	5	-36	-10	3	0	0
Cn1cnnc1SCC(=O)Nc1cc(C(F)(F)F)cc(C(F)(F)F)c1	-5	-0.8	1	-27	0	-1	4	-2
O=C(NCC1COc2ccccc2O1)c1cc(Cl)sc1Cl (stereo unspecified)	-6	-0.8	-21	-7	-17	1	2	-1
O=C1N(CN2CCCCC2)c2ccc(Br)cc2C12OCCO2	-6	0.2	-13	-11	0	4	-1	1
c1csc(-c2csc(-c3ccc4c(c3)OCCO4)n2)c1	-9	-0.3	4	-26	15	1	4	-5
O=c1[nH]c2cccnc2[nH]c1=O	2	-0.3	-22	-97	-1	-3	-1	1
O=C(Oc1ccc2c(c1)oc(=O)c1ccccc12)c1ccco1	-6	0.1	16	0	-11	1	-37	-2
CC(=O)c1ccc(NC(=O)CSc2nnc(-c3ccc4ccccc4c3)n2C)cc1	2	-0.4	-12	-37	19	8	3	-5
CCc1nc2c(=O)n(C)c3c(c(=O)n(C)c(=O)n3C)c2o1	-3	0.7	-14	-13	4	-2	2	-2
COC(=O)c1cc(C)[nH]c1C	-4	0.0	18	-8	0	9	2	3
C#CCNS(=O)(=O)c1cc(OCC(F)(F)F)ccc1OCC(F)(F)F	-6	0.2	8	-24	6	4	0	13
CCOc1ccc(/C=N/NC(=O)c2ccccc2-n2cccc2)cc1	-3	-0.2	-3	12	-16	-1	-3	1
O=S(=O)(Nc1cc(C(F)(F)F)ccc1N1CCOCC1)c1cc(Cl)sc1Cl	-7	0.1	16	31	37	-10	-5	25
Cc1cnc(C(=O)Nc2nn[nH]n2)cn1	-3	-0.2	0	-36	-12	-1	2	1
CSc1sc(C(=O)NNC(=O)c2ccccc2Cl)cc1S(=O)(=O)C(C)C	-6	-0.1	10	-50	-2	/	2	3
CC(=O)c1cc(-c2ccccc2)sc1C	-5	-0.8	13	-24	-8	1	-1	-1
N#CC(C#N)=CNCCS(=O)(=O)c1ccc(C(F)(F)F)cn1	-6	0.0	-10	-60	-4	2	0	2
COc1cc2cc(OC(=O)c3ccc([N+](=O)[O-])cc3)nc(C)c2cc1OC	-6	0.0	8	-18	-5	-36	0	2
CSC1=NCC(=O)N1Cc1cccc(Cl)c1	-4	-0.7	6	13	4	0	-4	11
CC(/C=C/c1ccccc1)=N\OC(=O)c1cccs1	-5	-0.5	-1	-77	-10	5	2	-3
NC(N)=NC(N)=Nc1ccc(C2CCCCC2)cc1	-3	-0.9	19	-26	-3	4	0	2
O=C(C1Cc2ccccc2C1)N1CCOCC1	-6	-0.2	-9	5	0	4	-3	4
O=C(NC(=S)NCc1cccc(Cl)c1)c1csc([N+](=O)[O-])c1	-2	-0.2	12	-12	-4	4	5	2
COC(=O)c1cc(C)nc(Sc2n[nH]c(-c3cc(Cl)cc(Cl)c3)n2)n1	-6	/	15	-55	-23	-6	-2	4
O=C1CCC(C(=O)Nc2ccccc2N2CCOCC2)=NN1	-7	-0.7	2	-19	-18	1	2	4
CC(=O)O/N=C(\N)c1ccc(F)cc1F	-7	-1.2	2	12	-2	-6	-2	1
Cc1ccc(C(=N)N)cc1F	-6	-0.5	6	-42	-7	7	1	-2

Continued.
SMILES	rat GALR2 agon	NOTCH agonist	OPRK1 antag MB	Nox1 inh	S1P1 agonist	TLR4-MyD88 inh	Luminol counter	PME-1 Maybr inh
COc1ccc(OCC(O)CNC(=O)c2sccc2Cl)cc1 (stereo unspecified)	-8	-0.4	-13	8	-28	-5	-6	6
CC1(C)OC(=O)C(=Cc2ccc(Oc3ccccc3)nc2)C(=O)O1	-4	-0.5	4	25	-5	14	-4	2
CCOC(=O)CSc1nnc2c3ccccc3c3ccccc3c2n1	-7	0.7	-17	-5	0	2	-5	1
Cn1cnc(S(=O)(=O)Oc2ccc(Cl)cc2)c1	-6	-0.9	18	8	-6	5	-4	4
CC1(C)N=c2ccc([N+](=O)[O-])cc2=N1	-6	-0.4	1	-7	-8	-2	6	38*
COc1ccc(NC(=O)c2ccc(-c3ccccc3F)cc2)cc1	-2	-0.4	-4	5	11	1	-3	1
Cc1c(C(=O)CC2OC(=O)C(Cl)=C2Cl)sc2ccc(Cl)cc12 (stereo unspecified)	-2	-0.4	11	-11	-23	6	0	3
O=C(c1ccc(Cl)cc1)n1c(=O)oc2ccccc21	-3	1.6	1	-4	-10	-1	-4	5
